Screening results (PubChem)
PrPC surface inh: inhibitors of human cell surface prion protein PrPC; inhibition, % at 13.8 µM; 0.43% of 370,000 active; TR-FRET read-out; P04156; in the data active = inhibition above about 24%; also: 0% = median of the test wells and 100% = reference compound wells
TcdB GH inh: blocks C. difficile toxin B glycohydrolase activity. P18177. TcdB glycohydrolase enzymatic assay, plate reader. inhibition, % at 9.99 µM. 0.24% of 350,000 active; in the data active = inhibition above about 10%
Target sequence (P18177 whole entry, looked up): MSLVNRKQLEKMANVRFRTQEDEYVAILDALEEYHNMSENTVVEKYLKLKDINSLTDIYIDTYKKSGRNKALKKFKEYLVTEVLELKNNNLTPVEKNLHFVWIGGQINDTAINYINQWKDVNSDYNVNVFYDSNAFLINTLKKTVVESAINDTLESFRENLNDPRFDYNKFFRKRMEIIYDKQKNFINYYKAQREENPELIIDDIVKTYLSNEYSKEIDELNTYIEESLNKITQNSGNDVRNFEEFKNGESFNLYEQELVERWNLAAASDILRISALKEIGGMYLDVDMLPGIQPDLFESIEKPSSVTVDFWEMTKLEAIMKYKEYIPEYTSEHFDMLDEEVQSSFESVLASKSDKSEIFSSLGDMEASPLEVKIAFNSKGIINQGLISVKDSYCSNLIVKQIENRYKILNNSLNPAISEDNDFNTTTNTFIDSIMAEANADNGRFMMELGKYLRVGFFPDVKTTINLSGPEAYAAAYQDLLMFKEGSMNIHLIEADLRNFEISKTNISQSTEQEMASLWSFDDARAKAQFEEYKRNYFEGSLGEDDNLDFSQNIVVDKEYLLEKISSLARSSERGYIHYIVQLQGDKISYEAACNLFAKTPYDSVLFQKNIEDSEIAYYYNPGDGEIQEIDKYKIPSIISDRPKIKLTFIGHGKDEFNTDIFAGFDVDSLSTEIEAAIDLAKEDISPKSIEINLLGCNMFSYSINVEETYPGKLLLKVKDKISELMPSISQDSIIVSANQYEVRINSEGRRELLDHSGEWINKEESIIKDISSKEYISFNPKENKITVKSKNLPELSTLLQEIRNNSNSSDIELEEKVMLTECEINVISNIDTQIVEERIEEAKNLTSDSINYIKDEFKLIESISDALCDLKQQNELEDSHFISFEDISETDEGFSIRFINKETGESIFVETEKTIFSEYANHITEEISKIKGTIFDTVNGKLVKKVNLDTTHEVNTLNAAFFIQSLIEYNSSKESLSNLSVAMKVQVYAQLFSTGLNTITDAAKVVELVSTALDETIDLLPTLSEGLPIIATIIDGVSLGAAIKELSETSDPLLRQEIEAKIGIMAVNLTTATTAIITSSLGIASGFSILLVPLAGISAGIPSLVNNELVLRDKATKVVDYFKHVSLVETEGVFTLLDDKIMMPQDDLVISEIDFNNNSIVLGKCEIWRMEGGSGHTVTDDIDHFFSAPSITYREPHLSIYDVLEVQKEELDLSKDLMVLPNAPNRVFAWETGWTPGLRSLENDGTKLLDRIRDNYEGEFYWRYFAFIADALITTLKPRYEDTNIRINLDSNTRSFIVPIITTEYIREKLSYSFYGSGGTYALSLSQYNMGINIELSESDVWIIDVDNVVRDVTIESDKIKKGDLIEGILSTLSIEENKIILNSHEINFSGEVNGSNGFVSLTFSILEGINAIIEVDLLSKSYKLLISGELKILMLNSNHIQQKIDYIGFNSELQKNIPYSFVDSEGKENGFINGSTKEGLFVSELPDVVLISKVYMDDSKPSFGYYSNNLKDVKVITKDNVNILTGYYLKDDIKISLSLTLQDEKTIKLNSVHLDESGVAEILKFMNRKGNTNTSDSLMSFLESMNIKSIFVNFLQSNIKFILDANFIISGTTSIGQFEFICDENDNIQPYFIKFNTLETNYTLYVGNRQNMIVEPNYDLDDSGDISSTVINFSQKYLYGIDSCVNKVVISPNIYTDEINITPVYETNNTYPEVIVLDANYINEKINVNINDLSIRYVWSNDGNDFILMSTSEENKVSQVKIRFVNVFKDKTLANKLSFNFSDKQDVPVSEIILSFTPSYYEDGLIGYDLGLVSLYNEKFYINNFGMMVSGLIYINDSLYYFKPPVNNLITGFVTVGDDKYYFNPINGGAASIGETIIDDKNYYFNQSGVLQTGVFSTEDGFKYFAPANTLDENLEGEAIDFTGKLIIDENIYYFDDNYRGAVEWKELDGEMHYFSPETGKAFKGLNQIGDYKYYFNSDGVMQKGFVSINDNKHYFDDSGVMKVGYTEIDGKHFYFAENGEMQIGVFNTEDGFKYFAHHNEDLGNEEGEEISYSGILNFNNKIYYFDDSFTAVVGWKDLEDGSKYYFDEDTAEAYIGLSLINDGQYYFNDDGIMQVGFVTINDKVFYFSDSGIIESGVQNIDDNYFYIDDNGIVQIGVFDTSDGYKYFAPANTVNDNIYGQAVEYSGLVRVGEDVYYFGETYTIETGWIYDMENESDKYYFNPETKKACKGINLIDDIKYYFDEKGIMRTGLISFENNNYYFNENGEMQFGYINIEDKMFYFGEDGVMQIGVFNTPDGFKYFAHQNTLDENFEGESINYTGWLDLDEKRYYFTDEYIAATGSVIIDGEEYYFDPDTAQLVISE
CCHF vOTU inh: CCHFV vOTU protease inhibition. Pep-AMC fluorescence. inhibition, % at 11.5 µM. 0.55% of 370,000 active; in the data active = inhibition above about 30%; also: 0% = vehicle wells with enzyme and 100% = no enzyme wells
The depositor's hits bear a star; & = joins results of further samples.

No. | Structure | PrPC surface inh | TcdB GH inh | CCHF vOTU inh
1 | CC(=O)C1=CCC(c2cccc3ccccc23)N(S(=O)(=O)c2ccc(C)cc2)C1 (stereo unspecified) | 0 | 0.6 | 18
2 | CC(C)C[C@H]1CN([C@@H](Cc2ccccc2)CN2CCC[C@@H]2CN2C(=O)C(=O)NC[C@@H]2Cc2ccc(O)cc2)C(=O)C(=O)N1CC1CCCCC1 | -3 | -0.7 | 27
3 | COC(=O)c1c(N)[nH]c(C(=O)c2ccccc2)c1-c1ccc(Cl)cc1 | 0 | 1.7 | 8
4 | O=S1(=O)CC(N2CC=CC2)CN1Cc1cn(Cc2cccc(C(F)(F)F)c2)nn1 (stereo unspecified) | -1 | 1.7 | 8
5 | C[C@H](O)[C@@H]1C(=O)N2CCc3c([nH]c4c(-c5ccccc5)cccc34)[C@@H]2C[C@@H]1N(C)C(=O)c1ccccc1F | -14 | 1.8 | 18
6 | COc1cc(CCN(C(=O)c2cc3ccccc3[nH]2)C(C)c2nc3ccccc3[nH]2)cc(OC)c1 (stereo unspecified) | 16 | 1.0 | 7
7 | COC(=O)C1=C(C)N(Cc2ccccc2C(F)(F)F)C(=NCc2ccc(C(F)(F)F)cc2)NC1c1ccc(Cl)cc1 (stereo unspecified) | -3 | 0.3 | 18
8 | CC(C)C[C@H]1CN([C@@H](Cc2ccc(O)cc2)CN2CCC[C@H]2CN2C(=O)C(=O)NC[C@@H]2Cc2ccccc2)C(=O)C(=O)N1CCc1ccccc1 | -1 | 0.1 | 17
9 | COCc1[nH]nc2c1C(c1ccc3c(c1)OCO3)N(c1ccc(OC)cc1)C2=O (stereo unspecified) | -3 | 1.2 | -4
10 | O=C(NCc1ccccc1Cl)[C@H]1CCCN1C(=O)[C@H]1CCCN1C(=O)c1ccc(Cl)cc1 | -11 | 0.4 | 2
11 | O=S1(=O)CC(N2CCN(CCO)CC2)CN1Cc1cn(Cc2ccc(F)cc2)nn1 (stereo unspecified) | 0 | 0.0 | 10
12 | CN(C)C(=O)C[C@H]1C[C@@H]2c3cc(NC(=O)NC4CCCC4)ccc3O[C@@H]2[C@@H](CO)O1 | 2 | -5.7&1.1 | -3
13 | O=C(NC1CCCC1)[C@@H]1CCCN1C(=O)[C@@H](NS(=O)(=O)c1ccc(F)cc1F)C1CCCCC1 | 8 | 1.4 | 4
14 | COC(=O)C1=C(C)N(Cc2ccc(Cl)cc2)C(=S)NC1c1ccc(Br)cc1 (stereo unspecified) | 5 | 0.7 | 4
15 | O=C(CC1c2ccccc2C=C(c2ccsc2)N1c1ccc(-c2cccnc2)cc1)C1CC1 (stereo unspecified) | -5 | -0.1 | -8
16 | CC(C)C[C@@H](CN1CCC[C@@H]1CN1C(=S)NC[C@@H]1Cc1ccccc1)N1C[C@H](Cc2ccc(O)cc2)N(CC2CCCCCC2)C1=S | 0 | -0.8 | 13
17 | Cc1ccccc1-c1ccc(CN2C(C)C(=O)N(Cc3cn(Cc4ccco4)nn3)CCS2(=O)=O)cc1 (stereo unspecified) | -3 | -0.6 | 5
18 | COc1cc(OC)c(NC(=O)C(Sc2nc(C)cc(C)c2C#N)c2ccccc2)cc1Cl (stereo unspecified) | -3 | 1.2 | -5
19 | CCCN1CCCCC(NC(=O)COCc2ccccc2)C1=O (stereo unspecified) | -8 | 0.4 | 6
20 | O=C(NCc1ccccc1)[C@@H]1CCCN1C(=O)[C@H]1CCCN1C(=O)c1ccccc1Cl | -1 | 0.7 | -7
21 | C[C@H](CO)N1C[C@H](C)[C@@H](CN(C)C(=O)Nc2ccc3c(c2)OCCO3)OCc2cn(nn2)CCCC1=O | -3 | -0.3&-0.1 | -2
22 | O=C(Cn1cc(COC(=O)c2c3ccccc3cc3ccccc23)nn1)c1ccc(O)cc1 | -12 | -0.4 | 34*
23 | CCCCCCCCN1C(=O)[C@H](CC(=O)N2CCCCC2)C[C@@]2(C(=O)OC)CCCCC=C12 | -2 | 0.4 | 16
24 | C(=NNC1=NCCN1)c1ccnc2ccccc12 | -3 | 0.6 | 16
25 | CCOC(=O)[C@]12CCC=C1N(Cc1ccc3c(c1)OCO3)C(=O)[C@H](CC(=O)N1CCSCC1)C2 | -3 | 0.8 | -6
26 | Nc1[nH]c(C(=O)c2ccccc2)c(-c2ccc(Cl)c(F)c2)c1C(=O)c1c[nH]c2ccccc12 | -5 | 1.0 | 28
27 | O=C(CC[C@H]1O[C@@H](n2cnc3c(NC(=O)c4ccccc4)ncnc32)[C@H](O)[C@@H]1O)NCc1ccccn1 | 1 | 0.5 | -3
28 | COc1ccc(CCN2C(=O)CCC2(C)c2nnnn2-c2c(C)cccc2C)cc1OC (stereo unspecified) | -5 | 0.3 | -5
29 | CC(C)[C@H](NC(=O)c1cccs1)C(=O)N1CCC[C@H]1C(=O)NCc1ccccc1 | 5 | -3.3 | 3
30 | O=C(NC1CCCCC1)OC[C@@H]1CSCCS(=O)(=O)N1 | -11 | 0.7 | -4
31 | COC(=O)C(Cc1ccc(O)cc1)NS(=O)(=O)Cc1ccccc1 (stereo unspecified) | 4 | 0.5 | 10
32 | COC(=O)c1cc2c(c3c4cc(OC)ccc4n(S(=O)(=O)c4ccc(OC)cc4)c13)C(=O)N(C1CCCCC1)C2 | 9 | -0.6 | 27
33 | O=c1cccc(-c2ccc3ccccc3c2)o1 | -20 | 0.9 | 13
34 | COC(=O)C(C(=O)OC)c1ccccc1CNS(=O)(=O)c1ccc(C)cc1 | 7 | 1.5 | 0
35 | O=C(C(=O)N1CCN(CCN2CCOCC2)CC1)c1ccccc1 | 0 | 0.8 | -2
36 | CCCCCn1nnnc1C1c2ccccc2C(=O)N1Cc1ccco1 (stereo unspecified) | 9 | 0.2 | -4
37 | CN(Cc1ccc(C(F)(F)F)cc1)C(=O)[C@H]1O[C@@H](n2ccc(=O)[nH]c2=O)[C@H](O)[C@@H]1O | 1 | 1.3 | 1
38 | O=C(NCc1ccccc1)[C@@H]1CCCN1C(=O)[C@H]1CCCN1C(=O)c1ccc(Cl)c(Cl)c1 | 11 | 0.5 | -4
39 | O=C(C[C@@H]1C=C[C@H](NS(=O)(=O)c2ccccc2F)[C@@H](CO)O1)NCCCN1CCOCC1 | 6 | 1.2&1.0 | 13
40 | COc1ccc(NS(=O)CCCc2ccccc2)cc1 (stereo unspecified) | 4 | 11* | 5
41 | COC(=O)/C=C1\OCc2cc(OCc3ccccc3)ccc21 | 3 | 0.8 | 9
42 | C[C@@]12CC[C@@H](C3=C(CCC3)C1)N2c1ccccc1 | 3 | 1.4 | 10
43 | COC(=O)[C@@]12C[C@@H](CC(=O)NCC3CCCCC3)C(=O)N(Cc3cccc4ccccc34)C1=CCC(C)(C)C2 | 4 | 1.0 | -7
44 | O=C(N[C@H](Cc1ccccc1)C(=O)N1CCN(c2ncccn2)CC1)[C@H]1O[C@@H](n2ccc(=O)[nH]c2=O)[C@H](O)[C@@H]1O | 0 | 0.4 | 5
45 | CC(C)CNc1cccc2c1S(=O)(=O)N[C@@H](CC(C)C)CO2 | 6 | 1.9 | 1
46 | Cc1[nH]ncc1Nc1ccccc1C(C)C | -4 | -1.5 | -3
47 | COC(=O)[C@]12C[C@H](CC(=O)NCC3CCCCC3)C(=O)N(Cc3ccccc3)C1=C[C@H](C(C)(C)C)O[C@@H]2C | 0 | -1.2 | 27
48 | Cc1cc2c(cc1C)-n1nnnc1C(N1CCN(c3ccccn3)CC1)C(c1ccc3c(c1)OCO3)=N2 (stereo unspecified) | -5 | 0.9 | -2
49 | Nc1[nH]c(C(=O)c2ccccc2)c(-c2ccccc2C(F)(F)F)c1C(=O)c1c[nH]c2ccccc12 | 3 | -0.7 | 11
50 | Nc1[nH]c(C(=O)c2ccccc2)c(-c2ccccc2Br)c1C(=O)NCCc1c[nH]c2ccccc12 | -6 | 3.3 | -2
51 | CCOC(=O)[C@]12CCCC=C1N(Cc1ccc3c(c1)OCO3)C(=O)[C@H](CC(=O)NCC13CC4CC(CC(C4)C1)C3)C2 | 13 | 0.6 | 12
52 | CC(C)c1cn(CC[C@@H]2CC[C@H](NS(=O)(=O)c3ccc(F)cc3)[C@@H](CO)O2)nn1 | 0 | 0.8&0.1 | -9
53 | COc1ccc2c(c1)[C@]1(C[C@H](O)CO1)C(=O)N2C | 4 | 1.5 | 13
54 | COC(=O)[C@@]12C[C@@H](CC(=O)NCc3cccs3)C(=O)N(Cc3ccccc3)C1=CCC(C)(C)C2 | -1 | 1.2 | 7
55 | CN1C(=O)C(c2cn(C)c3ccccc23)(c2cn(C)c3ccccc23)c2cc(Br)ccc21 | 5 | 0.5 | 8
56 | CCCCCNC(=O)C(c1ccncc1)n1c(=O)c(-c2cc3ccccc3[nH]2)nc2ccccc21 (stereo unspecified) | -3 | 0.1 | -11
57 | O=c1[nH]c2cc(Cl)ccc2n1C1CCN(Cc2ccc(-c3nc4ccc(F)cc4nc3-c3ccccc3)cc2)CC1 | -5 | 0.9 | 10
58 | O=S(=O)(NN=Cc1cccc(Cl)c1)c1ccccc1 | 3 | 1.1 | -6
59 | C=C1C[C@@H]2C[C@@H]2CN(S(=O)(=O)c2ccc(C)cc2)[C@@H]1c1ccco1 | -8 | 1.8 | 2
60 | CC1(C)CC(=O)C=C(c2ccccc2F)C1=O | 10 | -1.6 | -2

(listing goes on)
No. | Structure | PrPC surface inh | TcdB GH inh | CCHF vOTU inh
61 | COc1cc(C23CCCN(CCC(C(C)(C)C)C2)C32OCCO2)cc(OC)c1OC (stereo unspecified) | 14 | -1.4 | -1
62 | CCOC(=O)C1=CCN(S(=O)(=O)c2ccccc2F)C1c1ccc(Br)cc1 (stereo unspecified) | 0 | 1.0 | 1
63 | CCCCc1c(-c2ccccc2OC)ncn1C(C)c1ccc(Cl)cc1 (stereo unspecified) | 2 | 2.2 | 9
64 | C[C@@H](c1ccccc1)N1C[C@@H](COCc2ccccc2)Oc2cc(N3CCC[C@@H]3CO)ccc2S1(=O)=O | 0 | -0.8 | 12
65 | CC(C)C[C@@H](COCc1cccc(Cl)c1)N1CCN(C(=O)c2ccc(C(F)(F)F)cc2)CCC1=O | -2 | 0.0 | 25
66 | CCOc1ccc(CCN2C(=O)C(=O)N([C@@H](CC(C)C)CN3CCC[C@H]3CN3C(=O)C(=O)NC[C@@H]3Cc3ccc(O)cc3)C[C@@H]2Cc2ccccc2)cc1 | 9 | -4.1 | 30*
67 | COc1ccc(CNC(=O)c2[nH]c(C(F)(F)F)nc2-c2ccccc2)cc1 | 6 | 1.6 | -3
68 | COCCN1Cc2cc(C(=O)OC)c3c(c2C1=O)c1ccccc1n3S(=O)(=O)c1ccc(C)cc1 | 8 | -5.7 | 7
69 | CN1C2CCC1C(C(=O)Oc1ccccc1)C(c1ccc(Cl)cc1)C2 (stereo unspecified) | 1 | -0.2 | 2
70 | O=C1NC[C@H](Cc2ccc(O)cc2)N(C[C@@H]2CCCN2C[C@H](Cc2ccc(O)cc2)N2C[C@H](Cc3ccccc3)N(CC3CCCCC3)C(=O)C2=O)C1=O | 3 | 1.8 | 9
71 | CCOC(=O)C1=CCN(S(=O)(=O)c2cccc(Cl)c2)C1c1ccc(C)cc1 (stereo unspecified) | 0 | 0.6 | 4
72 | O=C1Nc2ccccc2NC(c2ccc3c(c2)OCO3)=C1N(Cc1ccc(F)cc1)C(=O)c1ccco1 | -5 | 0.3 | 6
73 | CCOC1=C2[C@H](c3ccccc3)N(S(=O)(=O)c3ccc(C)cc3)[C@H](C(C)C)[C@H]2n2c(=O)n(-c3ccccc3)c(=O)n2C1 | 21 | 1.3 | 8
74 | CC(C)C[C@H]1CN(CCCC[C@H]2CNC(=O)C(=O)N2CC2CCCCC2)C(=O)C(=O)N1CCc1ccc(O)cc1 | -3 | 2.3 | -2
75 | COC(=O)C1=CN(c2ccc(C)cc2)C(N)=C(C#N)C1c1ccccc1F (stereo unspecified) | -8 | -1.4 | 14
76 | CC(C)C[C@H]1CNC(=O)C(=O)N1C[C@H]1CCCN1C[C@H](CC(C)C)N1C[C@H](Cc2ccccc2)N(CCc2ccccc2)C(=O)C1=O | 4 | -1.6 | 8
77 | COc1ccc(CCN2C(=O)COc3ccccc3C2C(=O)Nc2c(C)cccc2C)cc1OC (stereo unspecified) | 3 | 2.1 | -3
78 | Nc1ccc(F)c(CN2CCN(c3ncc(Cc4ccccc4)cn3)CC2)c1 | 0 | 0.7 | 20
79 | Cc1ccc(C(=O)Nc2c(-c3ccc(Cl)cc3)[nH][nH]c2=O)cc1 | -2 | -17 | 18
80 | CCN(CC)C(=O)c1ncn2c1C(=O)N[C@@H](C)C2 | -3 | -0.8 | 2
81 | COc1cccc(C(c2nnnn2Cc2ccccc2)N2CCC(n3c(=O)[nH]c4ccccc43)CC2)c1OC (stereo unspecified) | 11 | 1.1 | 4
82 | COc1ccc(C2=Nc3ccccc3N(C(=O)c3cccnc3)C2C(=O)NC(C)(C)C)cc1 (stereo unspecified) | -13 | -0.3 | -5
83 | O=C1NC[C@@H](CCCCN2CCN(Cc3ccccc3)C(=O)C2=O)N(CCC2CCCCC2)C1=O | 3 | 0.4 | 2

Some of the entries so far, field by field:
73. CCOC1=C2[C@H](c3ccccc3)N(S(=O)(=O)c3ccc(C)cc3)[C@H](C(C)C)[C@H]2n2c(=O)n(-c3ccccc3)c(=O)n2C1
  PrPC surface inh: 21
  TcdB GH inh: 1.3
  CCHF vOTU inh: 8
74. CC(C)C[C@H]1CN(CCCC[C@H]2CNC(=O)C(=O)N2CC2CCCCC2)C(=O)C(=O)N1CCc1ccc(O)cc1
  PrPC surface inh: -3
  TcdB GH inh: 2.3
  CCHF vOTU inh: -2
75. COC(=O)C1=CN(c2ccc(C)cc2)C(N)=C(C#N)C1c1ccccc1F (stereo unspecified)
  PrPC surface inh: -8
  TcdB GH inh: -1.4
  CCHF vOTU inh: 14
76. CC(C)C[C@H]1CNC(=O)C(=O)N1C[C@H]1CCCN1C[C@H](CC(C)C)N1C[C@H](Cc2ccccc2)N(CCc2ccccc2)C(=O)C1=O
  PrPC surface inh: 4
  TcdB GH inh: -1.6
  CCHF vOTU inh: 8

This is a subset (hit frequency here may not be typical).
